Compound activity from PubChem.
Cneo AK release – Cryptococcus neoformans cell lysis inducers, primary screen, AK release luminescence, single concentration; C. neoformans lysis, adenylate kinase release luminescence, 4 h; normalised: neutral wells 0, clomiphene wells 100; lysis activity, % at 15 µM; hit rate 0.2% among 360,000;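 active = mean lysis activity across replicates of at least 80%, whatever share of replicates individually reach that level; inactive = mean lysis activity below 80%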
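Assay system: C. neoformans cells. Amount: yeast cell density of 5 × 10^6 cells/mL. Technique: AK luminescence. Buffer or medium: YPD. Times: static 4 h at 37 °C with compound, 1 h detection. Dosing: single-point compound dose. Read-out: lysis from increased AK signal.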
esBAF inh – Bmi1 luciferase reporter increase in mESCs, primary screen, esBAF inhibitor project, mouse ES cells, Bmi1 luciferase knock-in, single point | AID 602393, 2012 | 24 h; 100% = twice the neutral-well signal | reporter increase, % at 12.5 µM | hit rate 2% among 350,000; in the data active = activation above about 40%;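 also: 0% = median of the plate's neutral control wells and 100% = double that signal; a rise in the Bmi1 reporter signal indicates esBAF inhibition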
ERp5 inh – inhibitors of ERp5-driven insulin aggregation, primary screen, biochemical, turbidity, absorbance 650 nm, single point. 90 min. inhibition, % at 9.99 µM. hit rate 0.05% among 350,000. AID 651711, 2012;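 active = mean replicate inhibition above about 25%, with every replicate also reaching it, limit read from the data, passing the limit was not always enough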
Target sequence (Q15084 whole entry, looked up): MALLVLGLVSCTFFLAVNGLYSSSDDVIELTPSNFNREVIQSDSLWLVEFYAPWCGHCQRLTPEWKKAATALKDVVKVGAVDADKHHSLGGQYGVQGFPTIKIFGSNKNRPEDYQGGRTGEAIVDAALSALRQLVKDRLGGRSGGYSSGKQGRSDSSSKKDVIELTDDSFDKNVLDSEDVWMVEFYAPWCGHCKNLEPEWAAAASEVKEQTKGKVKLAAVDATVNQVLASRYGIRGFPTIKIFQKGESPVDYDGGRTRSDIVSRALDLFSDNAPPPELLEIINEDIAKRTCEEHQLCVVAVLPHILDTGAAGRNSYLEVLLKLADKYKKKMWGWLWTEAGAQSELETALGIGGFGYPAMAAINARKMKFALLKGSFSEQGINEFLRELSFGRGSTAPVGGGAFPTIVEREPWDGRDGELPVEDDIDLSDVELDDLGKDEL
SIRT5 block – SIRT5 desuccinylase inhibitors, primary screen, biochemical, fluorescence imaging, single point, set 5; hit rate 1.1% among 330,000; Purified SirT5, succinyl-peptide AMC, trypsin-coupled fluorescence; AID 652115, 2013; inhibition, % at 15 µM; in the data active = inhibition above about 15%
Target sequence (Q9NXA8 whole entry, looked up): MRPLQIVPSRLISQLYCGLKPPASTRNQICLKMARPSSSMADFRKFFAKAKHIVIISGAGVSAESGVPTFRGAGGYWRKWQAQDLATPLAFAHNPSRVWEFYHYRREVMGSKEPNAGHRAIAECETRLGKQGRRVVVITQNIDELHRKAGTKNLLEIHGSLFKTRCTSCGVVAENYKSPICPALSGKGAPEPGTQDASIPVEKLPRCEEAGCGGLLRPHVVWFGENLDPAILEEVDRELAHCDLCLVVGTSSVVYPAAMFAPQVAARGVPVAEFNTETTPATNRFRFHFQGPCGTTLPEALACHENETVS
C2C12 statin – suppressors of statin myotoxicity in C2C12 myotubes, primary screen, cell-based, single point, plate reader; rescue of ATP level, % at 7.49 µM; AID 602340, 2012; C2C12 myotubes + simvastatin, ATP luminescence, 48 h; scaled: DMSO 0, geranylgeraniol control 100; hit rate 0.78% among 330,000;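 active = mean ATP rescue above about 67%, or every replicate alone reaching that limit, limit read from the data, passing the limit was not always enough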;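 also: myotubes were challenged with 10 µM simvastatin during compound exposure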
ARNT TACC3 PPI – disruptors of ARNT/TACC3 protein interaction, primary screen, biochemical, AlphaScreen, single concentration | AlphaScreen His-ARNT PAS-B/GST-TACC3 binding, luminescence; TACC3 fragment carries E629A point mutation | AID 623870, 2012 | inhibition, % at 9.99 µM | hit rate 0.66% among 390,000;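 active = mean inhibition of replicates at least 50% and at least half of replicates each reaching 50%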;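 also: 0% = complete ARNT plus TACC3 wells and 100% = ARNT alone without TACC3; many hits fall short of the cut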
miR122 inh – miR-122 Renilla sensor signal increase in Huh7, primary screen, miR-122 inhibitor project, cell-based, single point, plate reader | hit rate 0.3% among 340,000 | Huh7 miR-122 Renilla luciferase sensor, 48 h; neutral wells = 0, positive control = 100 | AID 602342, 2012 | activation (reporter increase), % at 12.5 µM;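 active = mean replicate activation score at least 90 and every replicate individually at or above 90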;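 also: higher luciferase means less miR-122 activity so hits act as miR-122 inhibitors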
The depositor's hits bear a star; . = no result given; & = joins results of further samples; [ ] = another dose, or the depositor's remark.

SMILES	Cneo AK release	esBAF inh	ERp5 inh	SIRT5 block	C2C12 statin	ARNT TACC3 PPI	miR122 inh
O=S1(=O)CCN(OCc2ccc(F)cc2Cl)CC1	.	.	-1	0	.	-5	.
O=C(COC(=O)Cc1n[nH]c(=O)c2ccccc12)Nc1c(Br)cc([N+](=O)[O-])cc1Br	-1	-10	4	0	-19	5	-5
CC(Sc1ncnc2sc(-c3ccccc3)cc12)C(=O)NCC1CCCO1 (configuration not stated)	-1	9	12	-2	-29	1	-2
CO[C@@H]1CN(C)C(=O)c2ccc(NC(=O)Nc3ccc(Cl)cc3)cc2OC[C@@H](C)NC[C@@H]1C	.	1	.	.	-34	.	0[16.7 µM]
COCCNC(=O)C[C@H]1C[C@@H]2c3cc(NS(=O)(=O)c4ccccc4)ccc3O[C@@H]2[C@H](CO)O1	-4	-6	1	-3	-3	-1	-5[16.7 µM]
COc1ccc(CCNC(=O)Cn2cnc3c(cnn3-c3ccccc3Cl)c2=O)cc1OC	3	2	.	.	1	3	0
Cc1noc(C)c1C(=O)N(CC(C)C)c1nc2ccccc2s1	0	1	5	-2	11	-1	-5
CCN(CC)C(=O)NC(c1ccc(C)c(F)c1)C(Cl)(Cl)Cl (configuration not stated)	.	.	15	-3	.	4	.
COc1ccc(-n2cc(CN(C)Cc3n[nH]c(=O)[nH]3)c(-c3cccc(F)c3)n2)cc1	.	.	6	-8	.	1	.
Cc1ccc2nc(Cl)c(-c3ccccc3)cc2c1	0	.	6	-3	.	.	-6
CCC(CO)Oc1cc(NC(=O)c2ccc([N+](=O)[O-])cc2)c2ncn(C(C)C)c2c1 (configuration not stated)	-6	1	-8	.	15	-7&-4	8
CCN(CC)S(=O)(=O)c1cc(C(=O)Nc2ccccc2C(=O)O)ccc1OC	-6	-2	2	3	8	19	0
COc1ccc(CN(C)C[C@H]2Oc3ccc(NC(=O)c4ccncc4)cc3C(=O)N([C@@H](C)CO)C[C@@H]2C)cc1	-1	2	1	9	1	-5	5[16.7 µM]
CO[C@@H]1CN(C)C(=O)c2ccc(NS(C)(=O)=O)cc2OC[C@@H](C)N(Cc2nccs2)C[C@H]1C	1	2	5	20*	-2	-4	.
CCN(CC(=O)Nc1ccc(NC(C)=O)cc1)CC(=O)Nc1ccc(F)c(Cl)c1	0	-8	-3	-5	6	-3	2
CCCN1[C@@H]2c3ccc(-c4ccc(OC)cc4)c(=O)n3C[C@@H]2[C@@H](CO)[C@@H]1C(=O)OC	-2	-1	-8	-5	-8	10	7[16.7 µM]
COc1ccccc1NC(=O)N(C)C[C@H]1OCc2cnnn2CCCC(=O)N([C@@H](C)CO)C[C@@H]1C	-3	1	1	-3	-3	-13	7[16.7 µM]
CC1(C)CC(NC(=O)C(F)(F)F)CC(C)(C)N1OC(=O)c1ccco1	0	-7	.	.	-12	9	12
COc1ccc(S(=O)(=O)Nc2ccc3c(c2)CC(=O)N([C@H](C)CO)C[C@H](C)[C@H](CN(C)Cc2ccc(C(=O)Nc4ccccc4N)cc2)O3)cc1	.	-26	-2	8	-54	.	212*[16.7 µM]
CCN(N=O)[C@@H](Cc1ccccc1)CN(N=O)[C@@H](Cc1ccccc1)CN(C)N=O	2	-7	-4	0	11	12	2
CC(C)c1ccc(S(=O)(=O)N2CCN(C(=O)[C@@H]3CCCN3C(=O)c3cccs3)CC2)cc1	.	.	-8	-4	.	8	.
CCOC(=O)c1nnn2c1nc(N1CCCCC1)c1ccccc12	.	.	2	1	.	7	.
COCC(=O)N(C)C[C@H]1Oc2ncc(C#CC(C)(C)O)cc2C(=O)N([C@H](C)CO)C[C@@H]1C	-3	0	4	1	-1	-7	7[16.7 µM]
COC(=O)CC(NS(=O)(=O)c1cccs1)c1ccccc1Cl (configuration not stated)	.	-6	.	.	.	-10	5
C[C@@H]1CN([C@H](C)CO)S(=O)(=O)c2ccc(C3=CCCCC3)cc2O[C@@H]1CN(C)C(=O)c1ccccc1	39	-3	13	10	-59	9	-7[16.7 µM]
CC(N=Cc1cccc(O)c1O)c1ccccc1 (configuration not stated)	-2	1	.	.	6	26	5
C/C=C/c1ccc([C@H]2[C@@H](CO)N(C(C)=O)[C@@H]2CN(CC)C(=O)CN(C)C)cc1	-3	1	-7	-1	8	-4	21[16.7 µM]
CC1CCN(S(=O)(=O)c2ccc3[nH]c(=O)cc(C(=O)O)c3c2)CC1	1	-1	.	.	-19	-3	10
C/C=C/c1ccc2c(c1)O[C@H](CN(C)C(=O)COC)[C@H](C)CN([C@@H](C)CO)S2(=O)=O	-9	2	.	5	-6	-3	.
Cc1ccnc2nc(C(=O)OCC(=O)N(C)C3CCCCC3)nn12	0	2	3	.	3	.	0
CN(C)C(CNc1ncnc2sccc12)c1ccccc1 (configuration not stated)	2	-1	0	1	-14	4	1
O=C(Oc1ccccc1C(=S)N1CCOCC1)c1ccccc1	-2	-8	-3	-2	8	1	1
CNC[C@H]1Oc2ccc(NC(=O)Cc3cn(C)c4ccccc34)cc2C(=O)N([C@H](C)CO)C[C@@H]1C	3	-4	0	6	25	2	-10[16.7 µM]
COc1ccc(CC(N)c2csc(NC(=O)Cc3ccccc3)n2)cc1 (configuration not stated)	-1	-2	-2	.	-4	.	-1
Cc1ccc(Cl)cc1NC(=O)CN1C(=O)COc2ccc(S(=O)(=O)N3CCOCC3)cc21	.	-2	4	-8	5	.	-2
COc1ccc(-c2nc(N)nc(C(F)(F)F)c2-c2ccccc2OC)c(O)c1	-3	-4	-4	0	-2	4	-14
S=C(NCc1ccco1)N1CCN(Cc2ccc(Cl)cc2Cl)CC1	5	-2	.	.	29	0	.
CSc1ncnc2c1ncn2CCCN[C@H](C)c1cccc2ccccc12	-1	2	-1	-1	6	.	0
CC(C)(C)OC(=O)NCc1ccc(NC(=O)c2nc[nH]c2C(=O)NCCNC(=O)c2[nH]cnc2C(=O)Nc2ccc(CNC(=O)OC(C)(C)C)cc2)cc1	2	5	.	.	-136	-7	.
CC1CCN(C(=O)C2CCN(c3ncnc4c3nc3n4CCCCC3)CC2)CC1	1	2	5	0	-3	-8	-3
CCN(CC)C(=O)COc1ccc(CC(=O)O)cc1OC	1	-1	.	.	6	18	-6
Cc1ccc(CNC(=O)COc2ccc(C)nc2[N+](=O)[O-])cc1	0	-7	6	-1	10	-1	7
O=C(C[C@@H]1C=C[C@@H](NC(=O)c2ccncc2)[C@@H](CO)O1)NCCc1ccncc1	3	3	0	-3	0	0	.
COc1cc(OC)cc(-c2c(-c3ccc(F)cc3)c3cc(-c4ccc(OC)nc4)ccc3n2C)c1	2	-5	-1	.	-5	-4	-10
Cc1cnc(N)nc1-c1ccccc1	2	-6	3	.	11	.	-8
COc1cccc(C(=O)Cn2c(=O)n(CCC(=O)NCC3CCCO3)c(=O)c3cc(OC)c(OC)cc32)c1 (configuration not stated)	.	-5	-5	-3	5	5	-3
Cc1nc2ccccc2c(=O)n1NC(=O)c1cccc([N+](=O)[O-])c1	.	.	7	-4	.	-3	.
C[C@H]1CCCCO[C@@H](CN(C)C(=O)C2CCCCC2)[C@@H](C)CN([C@@H](C)CO)C(=O)c2cc(NC(=O)Nc3ccc(C(F)(F)F)cc3)ccc2O1	0	-4	-12	-8	.	7	1[16.7 µM]
CC(C)NC(=O)N(C)C[C@@H]1Oc2ccc(N(C)C)cc2C(=O)N([C@@H](C)CO)C[C@@H]1C	-1	-3	9	.	25	.	0[16.7 µM]
CCn1c2ccccc2c2cc(NC(=O)Cc3ccc(S(=O)(=O)N4CCOCC4)s3)ccc21	1	-5	.	.	-23	3	-6
Cc1cccc(NC(=O)CSc2nccn2Cc2ccco2)c1	4	44*	5	-2	0	-5	2
O=C(O)C(c1ccccc1)N1CCCC1 (configuration not stated)	2	-1	.	.	8	-11	-4
C=CCn1c(=O)c2c(nc3n2CC(C)CN3c2cccc(OC)c2)n(C)c1=O (configuration not stated)	-2	-7	5	-1	120*	-2	1
CCOC(=O)c1ccccc1NC(=O)C1CC(=O)N(C(C)(C)C)C1 (configuration not stated)	0	0	3	-6	11	-6	0
COc1ccc(OC)c(NC(=O)C(=O)N/N=C/c2ccccc2[N+](=O)[O-])c1	-2	-3	.	.	15	-8	7
Cc1ccc(CN(C)C(=O)c2ccc(NS(=O)(=O)c3ccc4[nH]c(=O)[nH]c4c3)cc2)cc1	1	-3	0	3	2	.	11
C[C@H](CO)N1C[C@H](C)[C@@H](CN(C)Cc2ccncc2)Oc2ccc(NC(=O)CCCCCC(=O)Nc3ccccc3N)cc2CC1=O	0	1	-3	1	16	-2	1[16.7 µM]
Cc1cc(NC2CCCCC2)nc(N2CCOCC2)n1	1	-1	1	.	6	.	2
COc1cc(NC(=O)C(=O)Nc2ccc3nc4n(c(=O)c3c2)CCCCC4)cc(OC)c1OC	.	-7	5	2	-21	50*	-15
COc1ccc(Nc2ncnc3c2cnn3Cc2ccc(C)cc2)cc1	2	1	.	.	68*	5	-11
More entries.
SMILES	Cneo AK release	esBAF inh	ERp5 inh	SIRT5 block	C2C12 statin	ARNT TACC3 PPI	miR122 inh
Cc1ccc(CN2CCC(=O)N2)cc1	2	0	5	-3	0	-2	-5
C[C@]12CCC[C@H](O1)[C@H]([C@@H](O)c1ccccc1)O2	-1	-1	.	.	-1	10	-1
O=C(C[C@@H]1CC[C@@H](NC(=O)c2cccnc2)[C@H](CO)O1)NCCN1CCCCC1	-2	-6	0	-3	-4	3	.
COc1ccc(C(=S)N2CCN(c3ccccc3Cl)CC2)cc1OC	0	-2	-2	-7	0	-20	.
O=[N+]([O-])c1ccc(Cc2ccc([N+](=O)[O-])cc2)cc1	.	-2	-5	-5	9	14	-9
O=C(C1CCN(S(=O)(=O)N2CCCCC2)CC1)N1CCCCC1	-2	.	.	.	.	-10	0
CN(CC(=O)O/N=C(\N)c1ccc([N+](=O)[O-])cc1)S(=O)(=O)c1ccccc1	0	-6	.	.	23	-6	0
NC(=O)CC(NC(=O)Cc1ccc(Cl)cc1)c1ccc(NC2CCCCCCC2)c([N+](=O)[O-])c1 (configuration not stated)	0	-4	.	.	2	1	.
COc1ccc(C(=O)Cn2c(NCCCO)nc3ccccc32)cc1	0	0	-1	0	-2	.	-1
Cc1ccc(NCc2nnc(SCC#N)o2)c(C)c1	0	-2	.	.	7	0	-4
CCCC1OC(c2cc3c(cc2Cl)OCO3)OCC1CC (configuration not stated)	0	-3	2	2	1	2	-5
Cc1csc(SCC(=O)Nc2sc3c(c2C#N)CCC3)n1	2	9	.	.	-10	17	-2
O=C1CCCc2ccccc2N1Cc1ccccc1	.	.	-8	3	.	-4	.

No enrichment for hits; 4% or so of the library scored in one or more.
